TAAR1 ag = agonists of human TAAR1. activation, % at 3 µM. AID 624467. CHO RD-HGA16 TAAR1, Fluo-8 calcium fluorescence; vehicle wells 0%, saturating PEA agonist 100%. Q96RJ0. hit rate 0.99% among 360,000;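 active = activation above the mean activation of all test compounds in the run plus 3 SD, cut at about 38% in these data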
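Test system: RD-HGA16 (CHO) cells co-expressing Gα16 and hTAAR1; dosing: one-point dosing at 3 µM (nominal); timing: 17-24 h seeding, 75 min 37 °C dye, 30 min RT; signal: kinetic Fluo-8 calcium fluorescence; read-out basis: % activation relative to PEA EC100 response; controls: DMSO and PEA EC100; replicates: n 1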
M4 PAM = positive allosteric modulators of human muscarinic M4 receptor; hit rate 0.4% among 360,000; AID 624126; CHO-K1 hM4/Gqi5, Fluo-8 calcium fluorescence, ACh EC20; 0% = ACh EC20, 100% = maximal ACh; P08173; activation, % at 3 µM;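 active = activation above its plate's cutoff, the mean activation of sample wells plus 3 SD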; note: some results filed as inactive read as strong as hits
Target sequence (P08173 whole entry, looked up): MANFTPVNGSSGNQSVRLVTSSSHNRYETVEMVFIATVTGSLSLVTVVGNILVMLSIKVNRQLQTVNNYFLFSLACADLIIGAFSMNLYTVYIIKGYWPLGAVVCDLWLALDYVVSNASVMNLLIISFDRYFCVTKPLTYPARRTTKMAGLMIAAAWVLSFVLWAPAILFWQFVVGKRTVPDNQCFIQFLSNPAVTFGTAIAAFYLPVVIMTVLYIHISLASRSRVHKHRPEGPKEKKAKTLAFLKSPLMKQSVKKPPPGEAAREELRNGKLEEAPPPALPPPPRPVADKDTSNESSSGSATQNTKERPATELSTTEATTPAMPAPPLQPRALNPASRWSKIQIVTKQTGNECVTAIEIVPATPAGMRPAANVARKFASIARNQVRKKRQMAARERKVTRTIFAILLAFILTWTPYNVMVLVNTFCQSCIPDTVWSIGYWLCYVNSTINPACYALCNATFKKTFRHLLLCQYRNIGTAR
M5 PAM = positive allosteric modulators of human muscarinic M5 receptor. hit rate 0.3% among 360,000. P08912. activation, % at 3 µM. CHO-K1 hM5, Fluo-8 calcium, ACh EC20 PAM; 0% = ACh EC20, 100% = ACh EC100;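 active = activation above the run cutoff, the mean activation of all test compounds plus 3 SD, cut at about 18% in these data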
Target sequence (P08912 whole entry, looked up): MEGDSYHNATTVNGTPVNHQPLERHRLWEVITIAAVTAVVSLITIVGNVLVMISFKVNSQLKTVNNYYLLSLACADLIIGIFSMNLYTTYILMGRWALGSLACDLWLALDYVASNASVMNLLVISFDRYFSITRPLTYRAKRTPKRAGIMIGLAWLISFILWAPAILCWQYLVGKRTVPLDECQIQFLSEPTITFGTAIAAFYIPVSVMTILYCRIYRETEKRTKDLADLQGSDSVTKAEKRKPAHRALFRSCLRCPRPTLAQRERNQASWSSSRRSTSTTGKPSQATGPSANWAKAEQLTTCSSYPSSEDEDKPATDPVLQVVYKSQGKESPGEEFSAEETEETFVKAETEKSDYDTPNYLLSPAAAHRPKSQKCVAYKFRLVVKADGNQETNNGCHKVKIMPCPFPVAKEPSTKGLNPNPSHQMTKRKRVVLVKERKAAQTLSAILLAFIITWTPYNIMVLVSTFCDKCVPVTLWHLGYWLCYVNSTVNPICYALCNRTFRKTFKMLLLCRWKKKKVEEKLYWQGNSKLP
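Assay system – human M5 receptor in CHO-K1 cells · Read-out – % activation, ACh-normalized · Technique – Fluo-8 calcium fluorescence · Dosing – single-point, 3 µM nominal · Incubation – Fluo-8 loading 80 min at 37 °C plus 30 min room temperature · Repeats – singlicate, one well per test compound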
M5 antag = antagonists of human muscarinic M5 receptor (CHRM5); P08912; CHO-hM5 cells, Fluo-8 calcium fluorescence, ACh EC80; inhibition, % at 3 µM; hit rate 0.59% among 360,000; AID 624040;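 active = inhibition above a per-plate cutoff, the mean of that plate's test compounds plus 3 SD, cut at about 27% in these data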;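 note: 0% = acetylcholine EC80 with DMSO and 100% = DMSO without agonist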
M1 PAM parental = counter-screen for M1 PAMs: effect in parental CHO-K1 cells. ATP EC20, Fluo-8 calcium fluorescence; 0% at ATP EC20, 100% at ATP max. activation, % at 3 µM. hit rate 0.02% among 360,000;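 active = activation above the run cutoff, the mean activation of all test compounds plus 3 SD, cut at about 40% in these data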;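 note: peak over basal fluorescence ratio in a 140 s read after ATP addition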
CRFBP-R2 agonist = agonists of human CRF-binding protein/CRF-R2 receptor complex; HEK293 CRF-R2/CRF-BP, calcium dye fluorescence (FLIPR); percent of saturating CRF peptide response; hit rate 0.46% among 350,000; activation, % at 13.2 µM;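 active = activation of at least 50%, plus an integration ratio under a set limit after plate pattern correction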;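 note: plate controls were neutral control wells without compound for no effect and CRF at EC100 for full effect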
CRFBP-R2 block = antagonists of CRF-binding protein/CRF-R2 receptor complex; HEK293 CRF-R2/CRF-BP, CRF-induced calcium fluorescence; inhibition, % at 11.8 µM; hit rate 0.59% among 350,000;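 active = inhibition of the ligand-induced calcium signal above about 50% at the single tested concentration, limit read from the data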
TAAR1 antag = human TAAR1 antagonism | AID 624466 | hit rate 1.5% among 360,000 | inhibition, % at 3 µM | Q96RJ0 | CHO RD-HGA16 TAAR1, Fluo-8 calcium fluorescence, antagonist;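 active = inhibition above a per-plate cutoff, the mean inhibition of test compounds on that plate plus 3 SD, cut at about 49% in these data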;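 note: 0% = DMSO plus EC80 beta-PEA response and 100% = DMSO alone without agonist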
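System: RD-HGA16 CHO cells with stable hTAAR1 and Gα16 | Probe or stimulus: EC80 β-phenethylamine stimulus | Dosing: 3 µM, single point | Times: Dye loading 75 min at 37 °C, then 30 min room temperature | Measured by: Fluo-8 calcium-sensitive fluorescence | Read-out basis: % inhibition of agonist calcium response | Replicates: n of 1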
CHRM5 agonist = CHRM5 agonism in calcium assay. P08912. CHO-K1 hM5 cells, Fluo-8 calcium fluorescence; 0% DMSO wells, 100% maximal acetylcholine response. activation, % at 3 µM. hit rate 0.19% among 360,000. AID 624037;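 active = activation above the run's mean over test compounds plus 3 SD, cut at about 23% in these data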;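 note: signal is peak over basal fluorescence ratio across the kinetic read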
An asterisk follows results filed as active; x = not tested or not shown.

SMILES | TAAR1 ag | M4 PAM | M5 PAM | M5 antag | M1 PAM parental | CRFBP-R2 agonist | CRFBP-R2 block | TAAR1 antag | CHRM5 agonist
COCCN(C(=S)Nc1ccccc1C)C(C)c1cccnc1 (stereo not given) | 2 | -6 | 3 | -4 | 12 | 0.0 | 0 | -24 | -1
COc1ccccc1/C=C(\NC(=O)c1ccc(OC)c(OC)c1)C(=O)Nc1cccc([N+](=O)[O-])c1 | 2 | -2 | -3 | 5 | 10 | 2.5 | -9 | 6 | -1
O=C(O)c1ccc(COc2ccc([N+](=O)[O-])cc2Cl)cc1 | 12 | 4 | 3 | 1 | 11 | -0.1 | 0 | -16 | 1
CCCCOc1ccccc1Cn1c(=O)oc2ccccc21 | 10 | -9 | -9 | 0 | 14 | 3.5 | 22 | 16 | -6
Cc1nnsc1NC(=O)OCc1ccc(C(C)(C)C)cc1 | 21 | -10 | -21 | 20 | 5 | 0.8 | -4 | 46 | 3
Cc1ccc(S(=O)(=O)N(C)CC(=O)Nc2cccnc2)cc1 | 1 | -7 | -3 | 14 | 8 | 0.8 | 5 | 5 | -2
NC(=O)c1c(N)sc2c1CCCCC2 | 2 | -4 | 1 | 2 | 15 | -1.9 | 14 | 16 | -4
CCC(C)(C)C1CCc2[nH]nc(C(=O)NCc3ccc(Cl)cc3)c2C1 (stereo not given) | 17 | -6 | -7 | 10 | -12 | -0.3 | -4 | 0 | -2
Cc1ccc2ncnc(Nc3cccc(C(=O)O)c3)c2c1 | 6 | 17 | -7 | 1 | 20 | -3.9 | 9 | -4 | 1
Cc1ccccc1Cn1ccc(NC(=O)c2cnn3c2NC(c2ccccc2)CC3C(F)(F)F)n1 (stereo not given) | 13 | 17 | -1 | -3 | 16 | 8.3 | 16 | -9 | 0
C#CCOc1ccc(CNC[C@H]2O[C@@H](n3cnc4c(N)ncnc43)[C@H](O)[C@@H]2O)cc1 | 1 | 2 | -2 | -8 | 8 | 0.7 | -2 | -10 | 0
CCOc1ccc(C2C(C(=O)Nc3ccccc3)=C(C)N=c3s/c(=C/c4cccc(OCC(=O)O)c4)c(=O)n32)cc1 (stereo not given) | 3 | 5 | 7 | 9 | 14 | -2.0 | -17 | 18 | 3
O=C(NCc1ccccn1)C(=O)NCC1OCCCN1S(=O)(=O)c1ccc(F)cc1 (stereo not given) | 1 | -1 | -4 | 21 | 10 | -0.7 | -9 | -8 | -4
Nc1c(C(=O)N/N=C/c2cccnc2)cnn1-c1ccccc1 | 10 | 0 | -6 | 2 | 18 | 0.7 | 6 | -1 | 1
CCOC(=O)c1csc(-c2ccc(COC(=O)c3ccccc3)o2)n1 | x | -2 | -4 | -2 | 5 | x | x | x | 1
O=c1c2ccccc2nc(SCc2cn3ccsc3n2)n1-c1ccc(F)cc1 | 4 | 5 | 2 | -1 | 13 | -0.5 | -15 | -19 | 0
CC1CCC2(CC1)NC(=S)N(C(C)(C)C)N2 (stereo not given) | 1 | -1 | 4 | 3 | 14 | 0.0 | -2 | -16 | -2
CCN1CCCC1CNC(=O)C(=O)Nc1cccc(OC)c1 (stereo not given) | 1 | 8 | -2 | -1 | 25 | -1.0 | -2 | -3 | -3
CCn1c(C)nc2cc(C(N)=O)ccc21 | 4 | 11 | 4 | -9 | 11 | 0.7 | -4 | 6 | -1
Cc1cc(C)nc(NC2=NCCN2C(=S)Nc2ccc(C)c(C)c2)n1 | 0 | 11 | -1 | 11 | -3 | -0.6 | -12 | 0 | -6

Reformatted: 3 of the compounds above
Order of values – TAAR1 ag | M4 PAM | M5 PAM | M5 antag | M1 PAM parental | CRFBP-R2 agonist | CRFBP-R2 block | TAAR1 antag | CHRM5 agonist
> O=C(NCc1ccccn1)C(=O)NCC1OCCCN1S(=O)(=O)c1ccc(F)cc1 (stereo not given)
 : 1 | -1 | -4 | 21 | 10 | -0.7 | -9 | -8 | -4
> Nc1c(C(=O)N/N=C/c2cccnc2)cnn1-c1ccccc1
 : 10 | 0 | -6 | 2 | 18 | 0.7 | 6 | -1 | 1
> CCOC(=O)c1csc(-c2ccc(COC(=O)c3ccccc3)o2)n1
 : x | -2 | -4 | -2 | 5 | x | x | x | 1

Individual results from above:
Under TAAR1 ag, `Cc1ccc2ncnc(Nc3cccc(C(=O)O)c3)c2c1` has the entry 6
Under M1 PAM parental, `CCOC(=O)c1csc(-c2ccc(COC(=O)c3ccccc3)o2)n1` has the entry 5
Under CHRM5 agonist, `O=C(O)c1ccc(COc2ccc([N+](=O)[O-])cc2Cl)cc1` has the entry 1
Under M5 PAM, `C#CCOc1ccc(CNC[C@H]2O[C@@H](n3cnc4c(N)ncnc43)[C@H](O)[C@@H]2O)cc1` has the entry -2

Continued:
SMILES | TAAR1 ag | M4 PAM | M5 PAM | M5 antag | M1 PAM parental | CRFBP-R2 agonist | CRFBP-R2 block | TAAR1 antag | CHRM5 agonist
COCCNC(=O)CSc1cc(=O)n(C)c2cc(Cl)ccc12 | 2 | -12 | -6 | 1 | 10 | 0.4 | 1 | -9 | 1
N#C/C(=C/c1ccccc1[N+](=O)[O-])c1nc(C2CC2)cs1 | 3 | -4 | 3 | -7 | 16 | 3.9 | 1 | 0 | -3
COCCCN1CN(S(=O)(=O)c2ccc(Cl)cc2)c2nc3ccccc3nc21 | 4 | -3 | 3 | 2 | 19 | 1.3 | 6 | -16 | 1
CN(C)CCCNC(=O)c1cccc(-c2ccc3nncn3c2)c1 | 2 | 2 | 1 | -2 | 17 | x | x | -11 | 0
Cc1ccc(CNC(=O)CCS(=O)(=O)c2ccc3c(c2)NC(=O)C(C)S3)cc1 (stereo not given) | 4 | -2 | -7 | 8 | 2 | 1.2 | -12 | -9 | -3
CCN(CC)S(=O)(=O)c1ccc(NCCc2ccccn2)nc1 | 4 | -11 | 5 | -15 | 7 | -0.7 | -6 | 1 | -3
CN(Cc1ccco1)C(=O)C1CCCN(c2ncnc3c2nc2n3CCCCC2)C1 (stereo not given) | 1 | -2 | 1 | -1 | 11 | -1.6 | 5 | -20 | 2
CC(C)(C)NCC(O)(c1ccc(Cl)cc1)c1ccc(Cl)cc1 | x | -4 | -1 | 3 | 15 | 37 | -95 | x | -6
CCOC(=O)C1Nc2c(F)cc(C)cc2C2c3ccccc3CC12 (stereo not given) | 16 | 2 | -2 | 0 | 9 | 3.0 | 27 | 9 | 4
COc1ccc(-c2noc(=O)n2Cc2ccc(C#N)cc2)cc1 | 0 | -8 | -1 | 16 | -11 | -1.2 | 5 | -18 | -4
CCOc1c(Br)cc(/C=C2\N=C(C)OC2=O)cc1Br | 0 | -1 | -3 | 5 | -2 | 1.9 | -14 | -16 | 0
O=C(c1ccccc1)N1CCC(CC2CC(c3ccc(Cl)cc3)=NO2)(C(=O)NCC2CCCCC2)CC1 (stereo not given) | 1 | 1 | -4 | 19 | 13 | 3.1 | -2 | -15 | -2
Cc1ccc(N=C/C(C(=O)C(F)(F)F)=C(\O)c2cccs2)cc1 | 10 | -7 | 0 | 3 | 7 | -1.0 | -16 | 2 | 1
CC(=O)Nc1ccc(C2=NN(CC#N)C(=O)SC2)cc1 | 1 | 1 | -4 | 3 | 24 | -1.1 | 17 | 13 | 0
O=C1[C@@H]2CSCN2C(=O)CN1Cc1c(F)cccc1Cl | 1 | 4 | 5 | 2 | 2 | 0.1 | -2 | 4 | -1
Cc1cc(C)cc(NC(=O)CN2CCN(c3ccccn3)CC2)c1 | 5 | 0 | -2 | -2 | 0 | -0.9 | 3 | -5 | 1
C(=N\Nc1ncnc2ccccc12)/c1ccccc1 | 3 | -4 | -16 | -2 | 3 | -0.1 | -2 | -1 | -4
O=C(NC1CCCC1)C(c1ccccn1)N(C(=O)c1csnn1)c1ccccc1Cl (stereo not given) | 1 | -6 | 5 | -2 | 11 | -1.0 | -3 | -7 | 2
CC1=C(C(=O)OCC(C)C)C(c2ccsc2)C2=C(CCCC2=O)N1 (stereo not given) | -1 | -2 | 2 | 0 | 0 | 1.1 | 15 | -15 | -4
CCCC/C(C)=N/NC(=O)CN(c1ccc(Br)cc1)S(=O)(=O)c1ccccc1 | -3 | 3 | -7 | 9 | -12 | -0.2 | -11 | 7 | 0
CC(=O)Nc1cc(C(=O)OCC(=O)c2ccc(C)cc2)ccc1C | 7 | 3 | -5 | -3 | 12 | 1.9 | 5 | 11 | -3
CSc1nc(-c2ccccc2)nc(N2CCCC2)c1C(C)=O | 14 | 5 | -1 | -4 | 22 | -0.8 | -28 | -19 | -5
CC(=O)c1cccc(-n2nnnc2SCC(=O)NNC(=O)C2CCCCC2)c1 | 1 | -7 | -3 | -2 | -13 | 1.0 | 13 | 7 | 2
CC(C)(C)N(Cc1ccccc1)C(=O)c1ccc2c(c1)OCCO2 | 13 | -17 | -17 | 8 | -6 | 1.0 | 8 | 7 | -8
COc1ccc(N2CCN(C(C)C(=O)N3CCc4ccccc43)CC2)cc1 (stereo not given) | -6 | 0 | -1 | 7 | -19 | -2.6 | 2 | 3 | -2
COc1ccccc1NC1=C(NC(C)=O)C(=O)c2ccccc2C1=O | 4 | 7 | -3 | -2 | 13 | -2.5 | 1 | 2 | -3
O=S(=O)(NCc1ccc(Cl)cc1Cl)c1ccc(N2CCOCC2)nc1 | 0 | -13 | 1 | 5 | 13 | -0.7 | 5 | 5 | 3
O=C(NCCCN1CCOCC1)c1cc(-c2ccccc2)on1 | 2 | 4 | -1 | 0 | 1 | 1.3 | 15 | -21 | 4
O=C(NCc1ccc2c(c1)OCO2)C1CCCN1C(=O)Nc1cccc(F)c1 (stereo not given) | 2 | -4 | 3 | 2 | 13 | 2.1 | 2 | 7 | -1
CCN1CCCC(OC(=O)Nc2ccccc2)C1 (stereo not given) | 4 | -2 | 1 | -3 | 10 | -0.8 | 0 | 0 | -12
CCC(C)n1cnc2c(c1=O)c1nc3ccccc3nc1n2Cc1ccc(OC)cc1 (stereo not given) | 6 | 1 | 2 | -3 | -8 | 1.6 | -18 | 2 | -1
O=C(NCC1CC1)c1ccc(Oc2cc(Cl)cc(Cl)c2)o1 | 11 | -1 | -1 | 10 | 19 | -5.7 | 2 | -1 | -11
CCOC(=O)N1CCN(S(=O)(=O)c2ccc(C(=O)N(CCN(C)C)c3nc4ccc(CC)cc4s3)cc2)CC1 | 3 | 5 | -8 | -1 | -19 | 4.2 | -11 | -10 | -3
O=C(Nc1ccccc1)C1CCN(C(=O)c2ccc([N+](=O)[O-])cc2)CC1 | 0 | 2 | 6 | -6 | 22 | -0.2 | 4 | -15 | 1
C=CCN1C(=O)C(CC(=O)NCC)SC1=Nc1ccc(S(N)(=O)=O)cc1 (stereo not given) | 9 | -2 | -4 | -4 | 6 | -1.0 | 14 | 1 | 0
COc1cc2cc(C(N)=O)c(N)nc2cc1OC | 7 | 0 | 6 | 1 | 1 | 2.1 | -32 | -17 | 2

Screens: PubChem, several laboratories
